NS5 inhibitors = flavivirus cap methylation enzyme inhibition – biochemical, confirmation dose response, primary screen (AID 588689) | actives 0.3% (n = 340,000) | Dengue-2 NS5 methyltransferase capping enzyme assay, biochemical; higher % means a stronger effect | inhibition, % at 25 µM; hits with a dose series show IC50 in µM; in the data active = a potency from the dose series; inconclusive = inhibition above about 29% without an active follow-up result
SV40 large T antigen = SV40 large T antigen inhibitors, biochemical (AID 1903); one-dose inhibition, % at 20 µM; IC50 in µM for titrated hits; actives 0.39% (n = 310,000); SV40 large T antigen ATPase/helicase inhibition assay; higher % means a stronger effect; in the data active = a potency from the dose series; inconclusive = inhibition mostly from about 32% at the one dose, without a potency; inactive = the rest, 99 in 100 with inhibition below about 32%; note: strong numbers were not always called active
UTI89 phage lysis = protection from phage-mediated lysis, alamar blue read-out – E. coli UTI89, K1F phage, bacterial capsule biogenesis inhibitors (AID 488966); actives 0.02% (n = 340,000); inhibition, % at 100 µM, or IC50 in µM where a hit was titrated; E. coli UTI89 K1F phage lysis, alamar blue, 2 h; higher % means a stronger effect;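 active = phage lysis inhibition, versus mean bacterial control, above a set limit; inconclusive = no clear call, values can overlap the other calls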;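 note: capsule biogenesis inhibitors block K1F phage lysis so surviving cells raise fluorescence; higher fluorescence means more inhibition of phage lysis; actives were called in the ten point dose series up to 300 µM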
NTR1 ag = agonists of NTR1, primary screen, imaging, U2OS cells, beta-arrestin-GFP, high content (AID 493036). P30989. NTR1-U2OS beta-arrestin-GFP spot imaging, agonist mode. activation, % at 20 µM. actives 0.17% (n = 330,000);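 active = activation at or above 40% of the spot to cytoplasm intensity ratio, with at least 20 cells analyzed; inconclusive = wells under 20 cells, flagged as cytotoxic or low count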;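 note: 0% = DMSO without peptide and 100% = 100 nM NTR1 peptide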
Target sequence (P30989 whole entry, looked up): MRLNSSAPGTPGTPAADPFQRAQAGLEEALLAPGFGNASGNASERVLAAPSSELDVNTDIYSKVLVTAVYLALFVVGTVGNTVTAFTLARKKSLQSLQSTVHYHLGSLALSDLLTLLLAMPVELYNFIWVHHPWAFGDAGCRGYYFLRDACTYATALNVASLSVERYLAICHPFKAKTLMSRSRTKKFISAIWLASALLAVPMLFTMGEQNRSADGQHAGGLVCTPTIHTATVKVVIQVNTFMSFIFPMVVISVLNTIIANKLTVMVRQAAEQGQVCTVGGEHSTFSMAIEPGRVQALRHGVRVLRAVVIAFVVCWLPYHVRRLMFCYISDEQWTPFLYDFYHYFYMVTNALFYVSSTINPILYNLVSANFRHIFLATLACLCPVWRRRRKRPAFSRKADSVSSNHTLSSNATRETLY
Siah-1 displacement = Siah-1 peptide-binding antagonists, primary screen, biochemical, fluorescence polarization, rhodamine-plectin, uHTS (AID 1817). Siah-1 / rhodamine-plectin peptide fluorescence polarization; higher % means a stronger effect. displacement, % at 20 µM, or IC50 in µM where a hit was titrated. actives 0.02% (n = 290,000);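 active = displacement of at least 50% at 20 µM, with a fluorescence ratio check between 0.3 and a set limit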;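 note: plate controls were Siah plus tracer with DMSO for no effect and tracer alone without Siah for full effect; strong numbers were not always called active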
West Nile antiviral = West Nile virus antiviral activity, cell-based, CPE readout (AID 1621) | West Nile virus-infected cells, CPE inhibition; higher % means a stronger effect | CPE inhibition, % at 10 µM, or IC50 in µM where a hit was titrated | actives 0.02% (n = 290,000); in the data active = a potency from the dose series; inconclusive = CPE inhibition mostly from about 3.7% at the one dose, without a potency; inactive = the rest, 99 in 100 with CPE inhibition below about 2.2%; note: strong numbers were not always called active
Rac1 GTP hydrolysis = MgcRacGAP GTPase-activating activity inhibitors, confirmation, biochemical, ADP Hunter fluorescence | MgcRacGAP-stimulated Rac1 GTP hydrolysis, ADP Hunter fluorescence; higher % means a stronger effect; GST-tagged Rac1 F28L mutant substrate | one-dose inhibition, % at 30 µM; IC50 in µM for titrated hits | actives 0.6% (n = 340,000) | AID 624330;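 active = first-screen hits whose inhibition reached a set limit at any dose in the follow-up dose series; inconclusive = inhibition above the set first-screen limit but never retested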;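 note: fluorescence reports GDP produced by GAP-driven GTP hydrolysis; strong numbers were not always called active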
RSV antiviral HEp-2 = RSV antiviral activity via CPE protection, HEp-2 cells, primary 10 µM value included (AID 2391) | HEp-2 cells, RSV-induced CPE inhibition; higher % means a stronger effect | CPE inhibition, % at 10 µM, or IC50 in µM where a hit was titrated | actives 0.13% (n = 310,000); in the data active = a potency from the dose series; inconclusive = CPE inhibition mostly from about 23% at the one dose, without a potency; inactive = the rest, 99 in 100 with CPE inhibition below about 21%; note: strong numbers were not always called active
AID2073 = disruptors of CaV2.2 binding to Mint1 – biochemical, HTRF (AID 2073). actives 0.19% (n = 290,000). HTRF protein-protein interaction, Mint1-CaV2.2; higher % means a stronger effect. inhibition, % at 20 µM; hits with a dose series show IC50 in µM; in the data active = inhibition mostly above about 51%, no sharp cut-off; inconclusive = no clear call, values can overlap the other calls; inactive = mostly below about 53%; note: some results filed as inactive read as strong as hits
NTR1 ag cell count 20 µM = further read-out of NTR1 ag, marked with its call; cell count; measured here: cell count, cytotoxicity flag
NS5 inhibitors pilot replicate = further read-out of NS5 inhibitors, marked with its call; inhibition, %; measured here: pilot screen replicate inhibition
An asterisk follows results filed as active; ? = inconclusive; . = no result given; & = joins results of further samples; [ ] = another dose, or the depositor's remark.

SMILES	NS5 inhibitors	SV40 large T antigen	UTI89 phage lysis	NTR1 ag	NTR1 ag cell count 20 µM	Siah-1 displacement	West Nile antiviral	Rac1 GTP hydrolysis	RSV antiviral HEp-2	AID2073	others
Cc1oc(-c2ccccc2Cl)nc1CS(=O)CC(=O)NCc1cccs1 (stereo not drawn)	-6%	12%	-1.6%	-1.2	100	3%	-0.5%	7%	1.6%	-1%
O=C(CSc1nnc(-c2c[nH]c3ccccc23)o1)c1ccc(-c2ccccc2)cc1	-1%	4%	1.2%[50 µM]	13	81	-8%	-0.3%	1%	22%	18%
COc1cccc(C(=O)Nc2nc(SCc3ccc(Cl)cc3)n[nH]2)c1	-1%	2%	1.5%	2.7	44	13%	-0.4%	10%	1.1%	10%
O=C1CC(C(=O)NC2CCCCC2)C2(CCCCC2)O1 (stereo not drawn)	-15%	8%	-0.2%	-0.5	51	2%	0.3%	4%	3.0%	-10%
O=C(O)c1ccccn1	-2%	23%	0.2%	3.1	66	.	.	8%	0.4%	.
O=C(NCc1cccnc1)/C(=C/c1ccc(-c2ccc(Cl)cc2)o1)S(=O)(=O)c1ccccc1	-44%	11%	5.0%	29	66	-2%	-2.1%	6%	-3.6%	-10%
O=C(Nc1cnn(Cc2ccc(Cl)cc2Cl)c1)c1cc(-c2cccs2)on1	0%	-1%	-0.7%	13	71	-1%	-0.7%	-4%	4.9%	1%
Cc1csc(=Nc2c(C)n(C)n(-c3ccccc3)c2=O)n1Cc1ccccc1	-5%&-9%	14%	2.2%&0.3%	2.9	55	10%	-0.4%	7%&22%	2.9%	-1%
COc1ccc(CN2CCN(S(=O)(=O)c3ccc(NC(C)=O)cc3)CC2)cc1OC	0%	21%	0.2%[50 µM]	0.5	79	-1%	-0.3%	20%	6.0%	-3%
COc1ccc(C(=O)N2CCN(S(=O)(=O)c3cc(Cl)ccc3OC)CC2)cc1	3%	5%	-0.3%	-0.9	56	3%	-0.3%	-1%	-0.1%	0%
CCCCNC(=S)Nc1ccccc1Cc1ccccc1	-2%	-1%	0.1%	0.2	52	-8%	-1.6%	5%	-2.1%	-7%
O=C(OCC(=O)N1N=C(c2ccc(Cl)cc2)CC1c1ccco1)c1ccco1 (stereo not drawn)	-4%	8%	-0.3%	3.7	46	10%	-1.1%	5%	-1.0%	11%
CCOc1ccccc1C1CC(=O)Nc2c1c(=O)n(C)c(=O)n2C (stereo not drawn)	-1%	-2%	0.3%	-0.3	56	0%	0.1%	1%	3.8%	18%
O=C(NC(=S)NCCN1CCOCC1)c1cccc(Cl)c1	4%	10%	3.6%	-2.4	77	0%	-1.1%	3%	1.6%	-5%
CCN(CC)CCn1c2ccccc2c2nc3ccccc3nc21	0%	5%	0.0%	0.4	53	0%	-0.4%	11%	-1.6%	4%
O=C(C1CCCN(S(=O)(=O)Cc2ccccc2)C1)N1CCC(Cc2ccccc2)CC1 (stereo not drawn)	-3%	0%	2.4%	3.7	80	-1%	-0.6%	6%	-0.3%	-5%
O=C1CCC(=O)N1c1ccc(S(=O)(=O)Nc2cccc(Br)c2)cc1	-5%	5%	0.1%	-0.7	49	-4%	0.1%	4%	1.9%	-7%
COc1ccc(N(CC(=O)N2CCOCC2)S(=O)(=O)c2ccccc2)cc1Cl	4%	29%	-0.1%	0.3	66	-2%	-0.6%	1%	1.2%	13%
CCOC(=O)Nc1cccc(Nc2ccccc2)c1	-6%	10%	-0.1%	-3.3	97	0%	-0.7%	9%	11%	-16%
O=C(Cn1c(NCCO)nc2ccccc21)c1ccc([N+](=O)[O-])cc1	5%	3%	-0.2%	1.5	97	0%	0.1%	1%	-0.9%	-1%
CC(C)C(NC(=O)c1ccc(Cl)cc1)C(=O)NCC1CCCO1 (stereo not drawn)	-10%	4%	0.0%	-1.0	48	0%	-1.1%	2%	1.4%	8%
CC(=O)Nc1c(I)c(NC(C)=O)c(I)c(C(=O)O)c1I	-4%&5%	2%&14%&22%	1.9%&-0.4%	0.8&0.6&2.6	70&66&44	-3%	0.0%&1.1%	2%&-1%	0.4%&0.0%&0.3%	27%
C/C(=N\N=C1\NC(=O)CC(C(=O)O)S1)c1ccc(F)cc1 (stereo not drawn)	-1%	9%	3.0%	-0.9	53	-6%	0.3%	5%	0.1%	4%
CCOC(=S)SCC(=O)Nc1nc(-c2ccc(Br)cc2)cs1	.	6%	2.1%	2.8	93	8%	-0.8%	9%	0.8%	-14%
CS(=O)(=O)c1ccc(Sc2nc3ccccc3s2)c([N+](=O)[O-])c1	3%	4%	0.1%	7.9	66	0%	22%	6%	1.9%	1%
Continued.
SMILES	NS5 inhibitors	SV40 large T antigen	UTI89 phage lysis	NTR1 ag	NTR1 ag cell count 20 µM	Siah-1 displacement	West Nile antiviral	Rac1 GTP hydrolysis	RSV antiviral HEp-2	AID2073	others
CCCCN(C(=O)c1cc(Cl)nc2ccccc12)c1c(N)n(Cc2ccccc2)c(=O)[nH]c1=O	-5%	11%	1.0%[50 µM]	1.6	81	.	.	-1%	-0.8%	.
CS(=O)(=O)N1CCN(C2CCN(Cc3ccccc3)CC2)CC1	-2%	10%	-0.4%	0.1	73	3%	.	6%	0.9%	5%
C=CCC[C@@H](Cc1ccc(F)cc1)C(=O)OCCNC(=O)[C@@H](CC=C)CC(=O)N[C@@H](CO)Cc1ccccc1	4%	.	-0.1%	-0.5	53	.	.	4%	.	.	NS5 inhibitors pilot replicate=-3.6
COc1ccc(CCNC(=O)Cn2c(=O)n(-c3ccc(C)c(F)c3)c(=O)c3sccc32)cc1OC	2%	6%	0.1%	-1.1	70	0%	0.0%	2%	1.5%	1%
C=C(C)CSc1nnc([C@@H]2CCCN2)o1	2%	7%	4.0%	-0.1	54	8%	0.5%	9%	1.5%	3%
CC(C)=CCN1CCN(Cc2cccc3c2OCO3)CC1CCO (stereo not drawn)	-1%	0%	0.3%	0.8	55	1%	-0.6%	-3%	-1.9%	10%
COc1ccc(/C=N/NC(=O)Nc2cccc3nsnc23)cc1	-3%	18%	0.5%[50 µM]	3.7	87	-11%	-0.7%	-2%	1.4%	2%
COc1ccc(NC(=O)c2cc(S(=O)(=O)N3CCCCC3)c[nH]2)cc1	-9%	.	5.6%	1.7	51	4%	-0.8%	1%	0.7%	8%
Nc1cc(=O)[nH]c(=O)n1CCCc1ccccc1	-1%	9%	0.3%	.	.	.	-0.1%	12%	1.6%	.
Cc1ccccc1NC(=O)C1CCCN(C(=O)NCc2ccccc2)C1 (stereo not drawn)	-6%	7%	0.2%	0.2	48	-1%	0.3%	1%	1.4%	-8%
Cc1nn(C)c(Cl)c1C(=O)NC(C(=O)O)c1ccccc1 (stereo not drawn)	.	8%	0.0%	1.1	47	1%	0.1%	6%	0.5%	9%
COc1ccccc1NC(=O)COC(=O)c1ccc2c(c1)nc(C)n2-c1ccccc1	-5%	5%	0.1%	10	63	-1%	-0.3%	8%	2.0%	5%
CCOC(=O)C1=C(C)NC(SCC(=O)O)=C(C#N)C1c1ccco1 (stereo not drawn)	2%	-13%	0.7%	-0.4	30	2%	0.1%	13%	1.8%	-3%
CN(C)c1ccc(/C=C/C=N/Nc2nc(N3CCOCC3)nc(N3CCOCC3)n2)cc1	-5%	31%	-0.3%	-0.1	40	4%	-0.5%	20%	5.6%	-6%
CCC(CC)C(=O)Nc1ccc(Cl)c(Cl)c1	-4%	4%	-0.2%	-0.1	48	-2%	-0.1%	7%	2.4%	20%
c1ccc(C2c3[nH]c4ccccc4c3CCN2Cc2cccn2-c2cccnc2)nc1 (stereo not drawn)	-2%	23%	0.9%	3.7	52	2%	-0.5%	-12%	0.9%	15%
N#CCCN(Cc1cccnc1)C(=S)Nc1ccc(OC(F)F)cc1	-2%	-1%	-0.3%	2.2	58	-6%	-0.4%	5%	-1.9%	-10%
CC1CN(C(=O)/C=C/c2ccc([N+](=O)[O-])s2)CC(C)O1 (stereo not drawn)	-2%	15%	-0.6%	0.6	34	10%	-1.5%	1%	-0.1%	-7%
COc1cc(C)nc(N(Cc2ccccc2)S(=O)(=O)c2ccccc2)n1	-4%	5%	-0.2%	3.2	52	5%	-0.5%	7%	?	9%
O=C(O)CCn1[nH]c(=O)c2ccccc2c1=O	-6%	10%	0.1%	-0.3	43	-1%	0.2%	11%	2.7%	10%
O=C1CC(N(O)c2ccccc2)C(=O)N1Cc1ccccc1 (stereo not drawn)	0%	15%	-0.1%	-0.9	64	3%	0.2%	2%	0.5%	34%
OC(CNCC1CCCO1)Cn1c2ccccc2c2ccccc21 (stereo not drawn)	-5%	5%	0.9%[50 µM]	0.2	57	4%	1.8%	3%	-0.1%	-2%
CCCn1c(SCc2ccc(Cl)cc2)nc2c1c(=O)[nH]c(=O)n2C	-10%	8%	0.2%	9.5	35	-1%	1.3%	9%	19%	-6%
COc1ccc(OC)c(C(O)c2nc3ccccc3n2C(C)C)c1 (stereo not drawn)	2%	8%	2.7%	-0.1	56	0%	-0.2%	6%	-0.5%	0%
Cc1ccc(CN2CCN(/N=C/c3ccc(C(F)(F)F)cc3)CC2)c(C)c1	2%	1%	0.5%	3.1	67	1%	-0.5%	4%	1.5%	-11%
Cc1cc2ncn(CS(C)(=O)=O)c2cc1C	2%	3%	0.2%	-0.7	60	8%	-0.3%	3%	1.5%	1%
COc1cc(NC(=O)CSc2nc(C)c(C)c(C)n2)c(C)cc1[N+](=O)[O-]	4%	18%	-0.4%	2.3	73	-1%	-0.4%	-4%	17%	-3%
O=C(CCl)N(CCCNC(=O)C(F)(F)F)c1ccc([N+](=O)[O-])cc1	2%	4%	-0.6%	1.9	51	4%	-1.5%	1%	.	-6%
COC(=O)c1cc(NC(=O)c2ccccc2)c(=O)oc1C/C=N\OCc1ccc(Cl)cc1Cl	-13%	17%	9.6%	0.8	63	-5%	0.2%	5%	3.2%	15%
CC(C)C[C@H](NC(=O)N1c2ccccc2NC(=O)[C@@H]1C(C)C)C(=O)N1CCC[C@@H]1C(=O)O	-2%	.	4.0%	3.4	94	-2%	0.1%	-3%	0.8%	0%

Fetched by compound from above, 3 records:
SMILES	NS5 inhibitors	SV40 large T antigen	UTI89 phage lysis	NTR1 ag	NTR1 ag cell count 20 µM	Siah-1 displacement	West Nile antiviral	Rac1 GTP hydrolysis	RSV antiviral HEp-2	AID2073	others
O=C(CCl)N(CCCNC(=O)C(F)(F)F)c1ccc([N+](=O)[O-])cc1	2%	4%	-0.6%	1.9	51	4%	-1.5%	1%	.	-6%
O=C(C1CCCN(S(=O)(=O)Cc2ccccc2)C1)N1CCC(Cc2ccccc2)CC1 (stereo not drawn)	-3%	0%	2.4%	3.7	80	-1%	-0.6%	6%	-0.3%	-5%
Cc1ccc(CN2CCN(/N=C/c3ccc(C(F)(F)F)cc3)CC2)c(C)c1	2%	1%	0.5%	3.1	67	1%	-0.5%	4%	1.5%	-11%

Source: PubChem
